bIAP inhibitor = intestinal alkaline phosphatase (bovine) inhibition. purified bovine IAP, CDP-star luminescence, 30 min. inhibition, % at 20 µM. 190,000 tested, under 10 active. AID 1019;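 active means over 50% inhibition of intestinal alkaline phosphatase at 20 µM in the single-dose screen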
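System: purified bovine intestinal alkaline phosphatase (IAP) enzyme; Input: IAP diluted 1/65,000,000 in the well; Measured by: CDP-star luminescence signal; Compound dosing: 20 µM single dose; Incubation: 30 min reaction at room temperature.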
TNAP act hiacc = TNAP (human) activation, high acceptor; P05186; 200,000 tested, under 10 active; activation factor at 20 µM; purified TNAP, CDP-star luminescence, 1 M DEA, 30 min; stronger effect = higher value; 0 = EDTA background, 1 = DMSO-only activity;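 active means activation factor at least 2 at 20 µM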
Target sequence (P05186 whole entry, looked up): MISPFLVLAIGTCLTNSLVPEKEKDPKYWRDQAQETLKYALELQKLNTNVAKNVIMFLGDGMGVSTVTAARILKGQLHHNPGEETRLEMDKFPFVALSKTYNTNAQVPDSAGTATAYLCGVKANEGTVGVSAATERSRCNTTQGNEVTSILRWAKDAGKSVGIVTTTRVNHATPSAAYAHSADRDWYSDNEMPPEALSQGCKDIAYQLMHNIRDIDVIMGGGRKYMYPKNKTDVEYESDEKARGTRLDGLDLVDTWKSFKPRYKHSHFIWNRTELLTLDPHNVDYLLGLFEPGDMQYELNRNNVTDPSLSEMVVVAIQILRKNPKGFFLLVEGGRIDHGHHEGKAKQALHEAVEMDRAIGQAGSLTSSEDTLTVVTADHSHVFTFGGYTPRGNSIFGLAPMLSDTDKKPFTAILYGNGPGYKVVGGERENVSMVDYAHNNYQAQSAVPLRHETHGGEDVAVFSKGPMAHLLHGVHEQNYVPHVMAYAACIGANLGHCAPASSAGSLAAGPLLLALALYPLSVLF
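Measured by: Luminescent substrate turnover signal | Test system: Human TNAP | Input: TNAP 1/800 final | Dosing: 20 µM single point | Schedule: 30 min, room temperature | Controls: EDTA wells as negative control, DMSO wells as positive control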
Diaphorase act = diaphorase activation or chemical reduction counter-screen | hit rate 0.005% among 190,000 | AID 1229 | Diaphorase/resazurin coupled assay, resorufin fluorescence, 16 min; stronger effect = higher value; 1 = vehicle wells, 0 = NADH-free wells | activation factor at 20 µM;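 active means diaphorase activity raised at least twofold by the compound at 20 µM; inactive means activation factor below 2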
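Material: Clostridium kluyveri diaphorase, purified enzyme; Quantity: enzyme 0.07 U/mL final; Medium: HEPES pH 7.4 buffer with MgCl2 and Tween 20; Dosing: single compound dose of 20 µM, 1% DMSO final; Schedule: 16 min reaction at room temperature; Measured by: red resorufin fluorescence at 544/590 nm excitation/emission.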
bIAP activator = intestinal alkaline phosphatase (bovine) activation; purified bovine IAP, CDP-star luminescence, 30 min; stronger effect = higher value; fold of DMSO-control signal, blank-subtracted; activation factor at 20 µM; hit rate 0.17% among 200,000;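 active means activation factor of 2 or more at 20 µM, a signal rise over negative controls twice the positive control's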
TNAP inh noacc = TNAP (human) inhibition, acceptor-free conditions | inhibition, % at 20 µM | AID 1012 | hit rate 0.26% among 200,000 | purified TNAP, CDP-star luminescence, 30 min | P05186;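 active means tissue-nonspecific alkaline phosphatase inhibition above about 50% at 20 µM in the single-dose screen, limit read from the data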;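 further: 0% = DMSO negative control and 100% = EDTA positive control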
TNAP inh hiacc = blocks human TNAP under high phosphate acceptor concentration; P05186; purified TNAP, CDP-star luminescence, 1 M DEA; inhibition, % at 20 µM; hit rate 0.03% among 200,000; AID 1135;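 active means over 50% inhibition of tissue-nonspecific alkaline phosphatase at 20 µM in the single-dose screen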;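 further: plate controls were DMSO wells for no effect and EDTA-quenched wells as full inhibition for full effect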
PMI act satM6P = increases human PMI activity with near-saturating mannose 6-phosphate. P34949. coupled PMI enzyme assay, resazurin fluorescence, 20 min; stronger effect = higher value; 1 = untreated enzyme, 0 = substrate-free blank. activation factor at 20 µM. hit rate 0.34% among 190,000. AID 1216;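 active means activation factor of 2 or more at 20 µM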
Target sequence (P34949 whole entry, looked up): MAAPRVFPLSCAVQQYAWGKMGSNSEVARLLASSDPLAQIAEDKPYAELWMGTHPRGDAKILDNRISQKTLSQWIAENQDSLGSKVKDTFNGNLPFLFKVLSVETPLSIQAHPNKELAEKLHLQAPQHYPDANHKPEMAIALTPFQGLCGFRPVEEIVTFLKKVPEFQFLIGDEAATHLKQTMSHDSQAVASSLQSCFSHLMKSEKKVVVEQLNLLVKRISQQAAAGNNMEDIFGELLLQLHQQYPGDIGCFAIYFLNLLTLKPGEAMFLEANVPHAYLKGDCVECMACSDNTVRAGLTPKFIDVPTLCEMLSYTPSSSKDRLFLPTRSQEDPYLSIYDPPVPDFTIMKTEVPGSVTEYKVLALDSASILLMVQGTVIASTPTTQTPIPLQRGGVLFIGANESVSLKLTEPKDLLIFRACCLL
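assay system = human phosphomannose isomerase with PGI, G6PDH, diaphorase coupling enzymes | quantity = 15 ng/mL PMI | incubation = enzyme reaction with compound 20 min at room temperature | medium = HEPES pH 7.4 buffer with MgCl2 and Tween-20 | compound dosing = one concentration, 20 µM, in 1% DMSO | measured by = Diaphorase-driven resazurin-to-resorufin fluorescence, excitation 544, emission 590 nm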
Lmaj promast = inhibitors of Leishmania major promastigote growth. Leishmania major promastigotes, resazurin fluorescence viability. inhibition, % at 10 µM. hit rate 9% among 200,000. AID 1063; in the data active means inhibition above about 50%;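 further: promastigotes grown with compound for 44 hours at 28 °C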
Diaph inh CS = diaphorase inhibition or chemical oxidation counter-screen. diaphorase resazurin-to-resorufin fluorescence, NADH, 16 min; bacterial (C. kluyveri) enzyme, not human. inhibition, % at 20 µM. hit rate 0.69% among 190,000. AID 1217;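 active means primary screen inhibition at 20 µM above a set limit, cut at about 50% in these data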;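 further: plate controls were DMSO with full reaction for no effect and wells lacking NADH for full effect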
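Benchmarks: positive control wells lacking NADH, neutral wells with DMSO only. System: bacterial diaphorase enzyme (C. kluyveri). Input: 0.14 U/mL diaphorase, enzyme working solution. Detection: resorufin fluorescence, excitation 544 nm, emission 590 nm. Times: 16-min room-temperature incubation before reading.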
PMI activator = phosphomannose isomerase (human) activation; purified human PMI, coupled resazurin fluorescence, 20 min; stronger effect = higher value; 1 = vehicle control, 0 substrate-free wells; activation factor at 20 µM; hit rate 0.005% among 190,000;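 active means activation factor of 2 or more at 20 µM, relative to plate controls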
Active calls of the source: *.

`COC(=O)c1cc(OC)c(OC)cc1NC(=O)c1cnccn1` gave bIAP inhibitor 5, TNAP act hiacc 1, Diaphorase act 0.9, bIAP activator 1, TNAP inh noacc -10, TNAP inh hiacc -2, PMI act satM6P 0.9, Lmaj promast 8, Diaph inh CS 12 and PMI activator 0.8.
CCOc1ccc2[nH]c(=O)c(CN(Cc3nnnn3Cc3ccco3)C3CCCCC3)cc2c1 was read as bIAP inhibitor -5, TNAP act hiacc 1, Diaphorase act 0.8, bIAP activator 1.1, TNAP inh noacc -1, TNAP inh hiacc 0, PMI act satM6P 0.9, Lmaj promast 39, Diaph inh CS 25 and PMI activator 0.9.
COc1ccc(C(=O)Oc2c(C)occc2=O)cc1OC was read as bIAP inhibitor 4, TNAP act hiacc 1, Diaphorase act 0.9, bIAP activator 1, TNAP inh noacc -12, TNAP inh hiacc -4, PMI act satM6P 1, Lmaj promast -7, Diaph inh CS 7 and PMI activator 0.9.
O=C1C=C(c2ccccc2)C(=O)N1Nc1ccccc1 was read as bIAP inhibitor 12, TNAP act hiacc 1.1, Diaphorase act 0.9, bIAP activator 0.9, TNAP inh noacc -27, TNAP inh hiacc -7, PMI act satM6P 1, Lmaj promast -7, Diaph inh CS 12 and PMI activator 1.
`Cc1nn(CCCC(=O)NCc2ccc(F)cc2)c(C)c1[N+](=O)[O-]` gave bIAP inhibitor -7, TNAP act hiacc 1, Diaphorase act 1, bIAP activator 1.1, TNAP inh noacc -16, TNAP inh hiacc -4, PMI act satM6P 1, Lmaj promast 38, Diaph inh CS 2 and PMI activator 1.
O=C(NCc1nc2ccccc2[nH]1)C1=C[C@@H](c2ccccc2)C[C@@H](OCc2ccc(CO)cc2)O1 was read as bIAP inhibitor -9, TNAP act hiacc 1, Diaphorase act 0.7, bIAP activator 1.1, TNAP inh noacc -9, TNAP inh hiacc -1, PMI act satM6P 0.8, Lmaj promast 85*, Diaph inh CS 28 and PMI activator 0.8.
N#CC1=C(N)Oc2c(sc3ccccc23)C1c1ccco1 (centres undefined) was read as bIAP inhibitor 34, TNAP act hiacc 1, Diaphorase act 0.6, bIAP activator 0.7, TNAP inh noacc 17, TNAP inh hiacc 1, PMI act satM6P 0.5, Lmaj promast 9, Diaph inh CS 36 and PMI activator 0.9.
`O=C(CN1C(=O)NC2(CCCCC2)C1=O)N1CCN(S(=O)(=O)c2ccccc2)CC1` gave bIAP inhibitor 1, TNAP act hiacc 1, Diaphorase act 0.9, bIAP activator 1, TNAP inh noacc -3, TNAP inh hiacc 0, PMI act satM6P 1, Lmaj promast -8, Diaph inh CS 8 and PMI activator 1.
For O=C(N/N=C/c1ccc(Br)s1)c1cccc([N+](=O)[O-])c1 the results were bIAP inhibitor 5, TNAP act hiacc 1, Diaphorase act 0.9, bIAP activator 1, TNAP inh noacc -5, TNAP inh hiacc -5, PMI act satM6P 1, Lmaj promast 19, Diaph inh CS 8 and PMI activator 1.1.
C#CCOCCOCCOCCNc1nc(N2CCN(C(=O)[C@H](C(C)C)n3cc(CCO)nn3)CC2)nc(N2CCN(C(=O)[C@H](CCCCN)n3cc(CCCC)nn3)CC2)n1 was read as bIAP inhibitor -3, TNAP act hiacc 1, Diaphorase act 0.9, bIAP activator 1, TNAP inh noacc -6, TNAP inh hiacc -2, PMI act satM6P 1.5, Lmaj promast -6, Diaph inh CS 7 and PMI activator 1.3.
Screening CC1Cc2ccccc2N1C(=O)CO/N=C/c1ccccc1OC(F)F (centres undefined) returned bIAP inhibitor 4, TNAP act hiacc 1, Diaphorase act 0.9, bIAP activator 1, TNAP inh noacc -6, TNAP inh hiacc -2, PMI act satM6P 0.9, Lmaj promast -1, Diaph inh CS 10 and PMI activator 0.9.
CC1CCN(CCCNC(=O)c2cc3c(=O)n(C)c4ccccc4c3n2C)CC1 was read as bIAP inhibitor -5, TNAP act hiacc 1.1, Diaphorase act 0.8, bIAP activator 1.1, TNAP inh noacc -23, TNAP inh hiacc -5, PMI act satM6P 1, Lmaj promast 63*, Diaph inh CS 21 and PMI activator 1.
`CCC(C)CCCCNC1=NCCS1` (centres undefined) gave bIAP inhibitor 28, TNAP act hiacc 1, Diaphorase act 1.2, bIAP activator 0.7, TNAP inh noacc 11, TNAP inh hiacc -4, PMI act satM6P 1.1, Lmaj promast 47, Diaph inh CS -22 and PMI activator 1.2.
CCCOc1cccc(C2C(C(=O)c3ccco3)=C(O)C(=O)N2CCN(CC)CC)c1 (centres undefined) was read as bIAP inhibitor -8, TNAP act hiacc 1, Diaphorase act 0.7, bIAP activator 1.1, TNAP inh noacc -9, TNAP inh hiacc -4, PMI act satM6P 0.9, Lmaj promast -4, Diaph inh CS 28 and PMI activator 1.
`C=CCOc1ccc(CNc2ccc(NC(=O)CC(C)C)cc2)cc1OC` gave bIAP inhibitor 12, TNAP act hiacc 1.1, Diaphorase act 0.9, bIAP activator 0.9, TNAP inh noacc -7, TNAP inh hiacc -6, PMI act satM6P 0.9, Lmaj promast 19, Diaph inh CS 12 and PMI activator 1.
Cc1c(-c2ccccc2)sc2nc[nH]c(=S)c12 was read as bIAP inhibitor 11, TNAP act hiacc 1, Diaphorase act 1, bIAP activator 0.9, TNAP inh noacc 0, TNAP inh hiacc -5, PMI act satM6P 1.1, Lmaj promast -10, Diaph inh CS 2 and PMI activator 1.2.
`COc1ccc(CC(=O)Nc2cccc(-c3ccc4nncn4n3)c2)cc1OC` gave bIAP inhibitor -5, TNAP act hiacc 1.1, Diaphorase act 1, bIAP activator 1.1, TNAP inh noacc -14, TNAP inh hiacc -6, PMI act satM6P 1, Lmaj promast 1, Diaph inh CS 0 and PMI activator 1.
Cc1ccc(Nc2nc(-c3ccc(O)c(O)c3)cs2)nc1 was read as bIAP inhibitor 20, TNAP act hiacc 0.9, Diaphorase act 0.2, bIAP activator 0.8, TNAP inh noacc 26, TNAP inh hiacc 14, PMI act satM6P 0.5, Lmaj promast 99*, Diaph inh CS 83* and PMI activator 0.3.
For Cc1ccc(S(=O)(=O)NC(C)(C)CSc2nnc(N)s2)cc1 the results were bIAP inhibitor 16, TNAP act hiacc 1, Diaphorase act 0.9, bIAP activator 0.8, TNAP inh noacc -10, TNAP inh hiacc -2, PMI act satM6P 1, Lmaj promast -1, Diaph inh CS 5 and PMI activator 1.
For CSc1nn(-c2ccc(C(=O)OC(C(=O)NC(N)=O)C(C)C)cc2)c(=S)s1 (centres undefined) the results were bIAP inhibitor -4, TNAP act hiacc 1, Diaphorase act 1, bIAP activator 1, TNAP inh noacc -4, TNAP inh hiacc -3, PMI act satM6P 0.9, Lmaj promast 9, Diaph inh CS 2 and PMI activator 1.
COCCNC(=O)C(c1ccc(C)cc1)N(C(=O)C(=O)NC1CCCC1)c1ccc2c(c1)OCCO2 (centres undefined) was read as bIAP inhibitor -12, TNAP act hiacc 1, Diaphorase act 1.2, bIAP activator 1.1, TNAP inh noacc -7, TNAP inh hiacc -5, PMI act satM6P 1, Lmaj promast -2, Diaph inh CS -21 and PMI activator 1.1.
`CCOC(=O)C1(CCc2ccccc2)CCN(C(=O)C2CCOCC2)CC1` gave bIAP inhibitor -12, TNAP act hiacc 1, Diaphorase act 1, bIAP activator 1.1, TNAP inh noacc -6, TNAP inh hiacc -3, PMI act satM6P 1.1, Lmaj promast -5, Diaph inh CS 5 and PMI activator 1.
`COc1cc(O)c(CCO)c2c1C(=O)C[C@@H](C)O2` gave bIAP inhibitor -3, TNAP act hiacc 1.1, Diaphorase act 0.9, bIAP activator 1, TNAP inh noacc -10, TNAP inh hiacc -6, PMI act satM6P 0.9, Lmaj promast -10, Diaph inh CS 12 and PMI activator 0.9.
Cc1cccc2cc(C#N)c(SCC#N)nc12 was read as bIAP inhibitor -8, TNAP act hiacc 1, Diaphorase act 1.1, bIAP activator 1.1, TNAP inh noacc -12, TNAP inh hiacc -4, PMI act satM6P 1.1, Lmaj promast -2, Diaph inh CS -11 and PMI activator 1.1.
For Cn1c(SCC(N)=O)nnc1-c1ccc(C(C)(C)C)cc1 the results were bIAP inhibitor 8, TNAP act hiacc 1, Diaphorase act 0.9, bIAP activator 0.9, TNAP inh noacc 3, TNAP inh hiacc -4, PMI act satM6P 1.1, Lmaj promast -3, Diaph inh CS 9 and PMI activator 1.
N#C/C(=C\c1cccnc1)C(=O)NC1CCCCC1 was read as bIAP inhibitor 9, TNAP act hiacc 1, Diaphorase act 1, bIAP activator 0.9, TNAP inh noacc -5, TNAP inh hiacc -1, PMI act satM6P 1, Lmaj promast 47, Diaph inh CS 5 and PMI activator 0.9.
Cc1c(NC(=O)c2cccs2)c(=O)n(-c2ccccc2)n1C was read as bIAP inhibitor -3, TNAP act hiacc 1.1, Diaphorase act 1.1, bIAP activator 1, TNAP inh noacc -9, TNAP inh hiacc -6, PMI act satM6P 1.1, Lmaj promast -4, Diaph inh CS -6 and PMI activator 1.
`O=C1C=C(O)CC(c2ccc(Cl)cc2)C1` (centres undefined) gave bIAP inhibitor 5, TNAP act hiacc 1, Diaphorase act 0.9, bIAP activator 1, TNAP inh noacc -7, TNAP inh hiacc -3, PMI act satM6P 0.9, Lmaj promast -6, Diaph inh CS 9 and PMI activator 0.9.
